PTAP TSG101 blk – qHTS Assay for Iinhibitors of HIV-1 Budding by Blocking the Interaction of PTAP/TSG101 | Fluorescence polarization, FITC-PTAP peptide / Tsg101 binding | Potency, µM (top dose mostly 115 µM), without a hit: at the top dose activity change, negative = inhibition, most hits filed as inhibitors | 340,000 tested, under 10 active | AID 493005, 2010; active means well fitted inhibition curve with a large enough effect in the main read-out, with a control signal flat, not every such curve was filed as active; inconclusive means small, poorly fitted or top-dose-only effect, or effect the other way, or a change in a side signal; inactive means no such curve, though single readings can be large or run the other way; further: potency means the concentration at half of the fitted maximal effect; % of control where 0% means no effect
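Fluorescence anisotropy tracks displacement of a FITC-tagged PTAP peptide (50 nM) from the Tsg101 binding domain (10 uM), following a 20 min room-temperature incubation at pH 7.5.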
B2AR arrestin – qHTS assay of beta-arrestin-biased ligands of beta2-adrenergic receptor; beta-arrestin recruitment to beta2AR, cell-based reporter; Potency, µM (highest dose often 46.1 µM), inactives show at the top dose activation, usual class: activators; 330,000 compounds, 0.02% hits;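 further: potency means the concentration at half of the fitted maximal effect; 0% = DMSO controls and full agonism = EC100 isoproterenol or metaproterenol; nearly all actives have a fitted effect of over 65% in size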
Target sequence (P07550 whole entry, looked up): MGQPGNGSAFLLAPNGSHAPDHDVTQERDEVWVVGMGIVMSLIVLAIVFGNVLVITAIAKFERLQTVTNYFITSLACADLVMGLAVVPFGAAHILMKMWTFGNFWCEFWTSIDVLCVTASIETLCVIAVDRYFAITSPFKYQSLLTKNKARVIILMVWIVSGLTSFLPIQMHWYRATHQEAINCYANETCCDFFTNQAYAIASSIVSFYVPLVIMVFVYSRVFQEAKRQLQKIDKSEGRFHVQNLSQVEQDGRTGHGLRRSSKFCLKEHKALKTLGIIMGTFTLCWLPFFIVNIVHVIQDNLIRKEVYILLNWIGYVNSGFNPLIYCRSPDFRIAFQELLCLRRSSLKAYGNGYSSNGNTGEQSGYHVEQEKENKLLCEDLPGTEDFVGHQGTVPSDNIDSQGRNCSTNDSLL
BCR signal inh – qHTS Assay to Find Inhibitors of Chronic Active B-Cell Receptor Signaling; Potency, µM (titrated, usually from 46.1 µM), inactives show top-dose ratio change, negative = lower green/red ratio, most hits filed as inhibitors; ABC-DLBCL IkBa-CBG/CBR reporter, luminescence ratio, 4 h; 340,000 compounds, 0.05% hits; active means well fitted inhibition curve with a large enough effect in the signal ratio, with a control signal flat, not every such curve was filed as active; inconclusive means small, poorly fitted or top-dose-only effect, or effect the other way, or a change in a side signal; the % refers to the signal ratio;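 further: potency means the concentration at half of the fitted maximal effect; plate controls were basal doxycycline-induced cells for no effect and cells given 10 µM MG132 for full effect; MG132 reads +100%, hits lower the ratio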
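TMD8 ABC-DLBCL cells carrying doxycycline-inducible green luciferase fused to IkappaBalpha plus unfused red luciferase were exposed to compounds (up to 46 uM) for 4 hrs at 37C. Activity came from the overlap-corrected green/red luminescence ratio.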
Giardia killer – Small Molecules that selectively kill Giardia lamblia: qHTS. Giardia lamblia trophozoite viability. activity change, % at 7.66 µM, hits read low. AID 540267, 2011. 340,000 compounds, 0.15% hits; in the data active means activity change below about -80%; inconclusive means between about -30% and that limit;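 further: parasites exposed to compound for two days anaerobically before the ATP read; on the % scale 0 is the no-effect control and ±100 the full control effect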
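ATP-content bioluminescence gauges trophozoite survival. Cells (100/well) receive compound and incubate anaerobically for 48 hrs at 37 deg C; detection reagent follows for 15-30 min at room temperature.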
Menin MLL FP TR – qHTS Assay for Inhibitors Targeting the Menin-MLL Interaction in MLL Related Leukemias: Competition With Texas Red Labeled MLL-derived Mutant Peptide; O00255; Menin + Texas Red MLL mutant peptide, fluorescence polarization; Potency, µM (titrated, usually from 61.6 µM), without a hit: at the top dose FP activity change, negative = inhibition, most hits filed as inhibitors; 270,000 compounds, 0.23% hits; AID 1768, 2009; active means well fitted inhibition curve with a large enough effect in the polarisation, with a control signal flat, not every such curve was filed as active; inconclusive means small, poorly fitted or top-dose-only effect, or effect the other way, or a change in a side signal; inactive means no such curve, though single readings can be large or run the other way; the % refers to the polarisation; further: potency means the concentration at half of the fitted maximal effect; % of control where 0% means no effect; many of its hits are not listed in these tables
Coupling enz – qHTS Assay for Inhibitors of Fructose-1,6-bisphosphate Aldolase from Giardia Lamblia: Coupling assay counterscreen | AID 2472, 2010 | 290,000 compounds, 0.67% hits | activity change, negative = inhibition, % at 58.2 µM, hits read low | coupling enzyme system counterscreen, AmpLite Red fluorescence; in the data active means activity change below about -30%; further: on the % scale 0 is the no-effect control and ±100 the full control effect
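Final compound at 57.5 uM, incubated 10 min at RT with coupling enzyme reagent (glyceraldehyde-3-phosphate), then 20 min with substrate and AmpLite Red detection. Fluorescence read at 525/598 nm; tests interference with the coupling assay, not aldolase inhibition.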
Tb PFK inh – qHTS Assay to Find Inhibitors of T. brucei phosphofructokinase; ATP-dependent 6-phosphofructokinase (Trypanosoma brucei brucei), O15648; T. brucei PFK, ADP-Glo luminescence; Potency, µM (doses to about 57.5 µM), for the others: at the highest dose activity, negative = inhibition, most hits filed as inhibitors; 330,000 compounds, 0.17% hits; AID 485367, 2010;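 further: potency means the concentration at half of the fitted maximal effect; 0% = uninhibited 1x PFK enzyme wells and -100% = no-enzyme wells; nearly all actives have a fitted effect of over 60% in size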
Target sequence (O15648 whole entry, looked up): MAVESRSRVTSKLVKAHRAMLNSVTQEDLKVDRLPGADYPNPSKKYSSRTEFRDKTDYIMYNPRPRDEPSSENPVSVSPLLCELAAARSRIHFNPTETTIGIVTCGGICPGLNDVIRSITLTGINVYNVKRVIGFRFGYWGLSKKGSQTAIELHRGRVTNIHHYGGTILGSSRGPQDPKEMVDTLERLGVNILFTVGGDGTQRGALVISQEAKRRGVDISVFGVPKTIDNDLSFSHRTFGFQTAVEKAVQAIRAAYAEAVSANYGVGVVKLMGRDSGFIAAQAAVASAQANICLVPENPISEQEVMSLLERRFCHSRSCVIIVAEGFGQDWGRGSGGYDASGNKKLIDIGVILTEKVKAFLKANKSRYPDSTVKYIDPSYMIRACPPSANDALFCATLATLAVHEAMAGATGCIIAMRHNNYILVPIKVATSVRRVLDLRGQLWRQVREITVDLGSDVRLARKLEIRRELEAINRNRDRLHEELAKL
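Luminescent ADP detection (ADP-Glo, two-step: ATP depletion then ADP-to-ATP conversion for luciferase) reported PFK activity after 45 min room-temperature reaction of 1.25 nM enzyme with 0.5 mM F6P and 0.1 mM ATP at pH 8.0.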
PKM2 act – qHTS Assay for Activators of Human Muscle isoform 2 Pyruvate Kinase; 260,000 compounds, 0.34% hits; Pyruvate kinase PKM (Homo sapiens), P14618; Potency, µM (titrated, usually from 57.5 µM), inactives show top-dose activation, actives largely listed as activators; AID 1631, 2009; purified PKM2, Kinase-Glo ATP luminescence, activation; response scale: 0% is enzyme alone, no compound; further: potency means the concentration at half of the fitted maximal effect; on the % scale 0 is the no-effect control and ±100 the full control effect; nearly all actives have a fitted effect of over 55% in size
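Purified hPK-M2 (>95% pure) converted ADP (0.1 mM final) to ATP with 0.5 mM PEP in 50 mM imidazole pH7.2, KCl, MgCl2, Tween 20, BSA; 1 h at room temperature. ATP detected by Kinase-Glo luminescence.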
ASM inhibitor – Inhibitors of Secretory Acid Sphingomyelinase (S-ASM): qHTS | Potency, µM (highest dose often 57.5 µM), for the others: at the highest dose activity change, negative = inhibition, actives largely listed as inhibitors | placental ASM, HMU-PC fluorogenic substrate, 60 min | 340,000 compounds, 0.006% hits; further: potency means the concentration at half of the fitted maximal effect
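Fluorescence read-out (Ex 386 nm, Em 447 nm) after stopping the reaction at pH 10. Enzyme: ASM from human placenta; substrate HMU-PC0, 9 uM final; 60 min, 37 °C. Compound preincubation 10 min, ambient temperature.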
Integrin act MD – qHTS for Activators of Integrin-Mediated Alleviation for Muscular Dystrophy | Potency, µM (titrated, usually from 38.3 µM), for inactives: at the top dose activation, actives largely listed as activators | alpha7betagal myoblasts, beta-gal FDG fluorescence, 48 h | 350,000 compounds, 0.064% hits;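 further: potency means the concentration at half of the fitted maximal effect; 100% = response of the positive control SU9516; nearly all actives have a fitted effect of over 60% in size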
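Alpha7betagal+/- myoblasts (passage 13) were plated 16-24 hr, then exposed to compounds (1:260 dilution of DMSO stock) for 48 hours at 37C. After MPER lysis, β-galactosidase reporter activity was read as FDG fluorescence (ex 480/em 540) after 30 minutes.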
GALK inh – qHTS Assay for Inhibitors of Human Galactokinase (GALK); 270,000 compounds, 0.007% hits; P51570; Potency, µM (doses to about 57.5 µM), for the others: top-dose activity change, negative = inhibition, usual class: inhibitors; Purified GALK, Kinase-Glo residual ATP luminescence; AID 1868, 2009; further: potency means the concentration at half of the fitted maximal effect; on the % scale 0 is the no-effect control and ±100 the full control effect
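Quantitative HTS: GALK 5 nM, ATP 35 uM, galactose 100 uM, 1 h room temperature, then luciferase-based ATP detection.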
Numbers without * were called inactive; ? = inconclusive; . = no result given; [ ] = another dose, or the depositor's remark. Unless noted, the call rests on the fitted dose curve; in most records, active means well fitted curve in the direction sought with a large enough effect; inconclusive means small, poorly fitted or top-dose-only effect, or another doubt; inactive means no such curve, though single readings can be large; an effect the other way counts as inactive or inconclusive.

SMILES	PTAP TSG101 blk	B2AR arrestin	BCR signal inh	Giardia killer	Menin MLL FP TR	Coupling enz	Tb PFK inh	PKM2 act	ASM inhibitor	Integrin act MD	GALK inh
O=C(c1cccc(S(=O)(=O)N2CCOCC2)c1)N1CCCC(C(F)(F)F)C1 (stereo unspecified)	-1.4%	-0.6%	8.0%	-8.8	.	.	-7.6%	.	6.5%	-14.9%	.
O=S(=O)(c1ccccc1)N1N=C(c2ccccc2)CC1c1ccccc1F (stereo unspecified)	-0.3%	-0.2%	0.0%	1.3	20.1%	1.4	1.4%	.	-3.2%	?	.
CCc1ccccc1NC(=O)CN1CCN(C(=O)CNC(=O)Cc2cccc3ccccc23)CC1	-4.5%	0.1%	-3.3%	4.7	.	.	-0.7%	.	1.4%	-46.8%[inhibitor]	.
COC(=O)c1nnn(-c2ccsc2C(=O)OC)c1C(=O)OC	-0.1%	-0.1%	-9.5%	10.1	6.4%	-0.7	1.8%	-4.2%	-0.1%	13.2%	6.0%
COc1ccc2c(c1)[C@@H]1[C@H](CO2)[C@H](c2ccccc2)[C@]2(C)C(=O)NCC(=O)N12	-7.0%	0.5%	-4.7%	4.1	.	.	-0.5%	.	173.7%	1.1%	.
CC(=O)c1c(O)cc(C)n(-c2ccc(F)cc2)c1=O	-3.2%	0.4%	-0.1%	-18.6	-12.3%	0.9	-0.4%	0.3%	0.2%	-9.3%	0.0%
COC(=O)C1(O)CC(C(C)C)=NN1C(=O)c1ccccc1 (stereo unspecified)	-2.5%	-1.1%	-1.4%	-3.1	4.5%	3.4	0.9%	5.3%	6.2%	16.8%	-3.1%
CN1CCN(C(=S)c2cn(Cc3ccccc3F)c3ccccc23)CC1	-7.2%	0.1%	2.9%	-4.0	-12.3%	-0.1	8.9%	0.3%	-0.3%	0.0%	4.0%
COc1ccc(-c2oc3cccnc3c2-c2ccc(OC)nc2)cc1	-0.1%	-0.5%	?	-0.7	18.6%	0.3	-0.8%	-2.2%	44.7%[activator]	-24.4%	.
Cc1ccc(C(=O)Nc2ccccc2SCC2CSc3nc4ccccc4c(=O)n32)cc1 (stereo unspecified)	-5.6%	0.4%	?	6.0	8.5%	1.0	1.8%	3.6%	-2.1%	-2.3%	-2.5%
Cc1cccc(C)c1NC(=O)CCn1cnc2ccccc2c1=O	-3.9%	-0.2%	4.2%	-6.8	18.2%	2.0	0.6%	-2.0%	1.4%	?	0.3%
Cc1ccccc1C(=O)Oc1cc(N)n(S(C)(=O)=O)n1	-1.0%	0.6%	?	0.3	0.8%	1.5	-4.5%	-2.3%	2.9%	-8.5%	6.6%
O=C(Nc1ccc(C(F)(F)F)cc1)C1CCCN1S(=O)(=O)c1cccc2cccnc12 (stereo unspecified)	1.3%	0.8%	?	-4.0	15.1%	-4.3	-2.9%	-10.1%	-10.3%	0.0%[7.66 µM]	-1.7%
COC(=O)CCCCCCCCC(=O)Nc1nc2ccccc2s1	-0.1%	-0.2%	?	-14.8	-6.5%	0.3	7.7%	-2.9%	-2.0%	17.5%	0.5%
CSc1ccccc1C(=O)NCc1ccc2c(c1)OCO2	-5.9%	-0.3%	1.6%	-13.8	?	5.8	-0.4%	-0.5%	0.9%	4.5%	0.9%
CCOc1ccc(CNCCNC(=O)c2nonc2N)cc1	-0.3%	0.2%	0.0%	-14.4	14.5%	1.5	1.7%	-2.3%	1.4%	-17.6%	-7.6%
CCCCOc1ccccc1C(=O)NCC(=O)O	-7.2%	-0.7%	2.0%	15.0	-0.4%	5.1	1.9%	-3.5%	8.2%	10.0%	6.4%
COc1ccc(OC)c(-c2nnc(SCC(=O)NC3CCCCC3)o2)c1	-1.8%	-0.1%	-0.7%	?	-6.6%	-3.6	-9.9%	-5.2%	-2.2%	0.0%	1.3%
C#CCOCCOCCOCCNc1nc(N2CCN(C(=O)CCCCCCCCCCNC(=O)Cn3cc(C[C@@H](C)O)nn3)CC2)nc(N2CCN(C(=O)CCCCCCCCCCNC(=O)[C@@H]([C@H](C)CC)n3cc(CCCCCN)nn3)CC2)n1	5.9%	-0.9%	-4.0%	0.1	.	.	-2.7%	.	-11.0%	-44.3%	.
O=C(O)c1ccc(S(=O)(=O)Cc2ccccc2)cc1	-2.0%	-0.3%	6.0%	3.1	19.8%	4.1	21.7%	-6.3%	-0.6%	11.0%	4.6%
CC(=O)c1ccc(-n2c(SCC(=O)c3c[nH]c4ccccc34)nc3ccccc3c2=O)cc1	-2.4%	-0.6%	2.2%	-12.8	3.0%	-1.4	18.8%	-3.2%	-2.0%	-14.5%	-2.4%
Cc1nc(NCCO)c2nnn(Cc3ccccc3F)c2n1	-3.8%	0.4%	5.2%	23.4	-11.8%	0.9	1.0%	17.2%	-2.3%	-6.5%	-2.0%
CCCOc1ccc(-c2nc(-c3ccc([N+](=O)[O-])cc3)cs2)cc1	13.7%	-0.5%	-0.1%	-11.7	?	-4.6	-4.0%	1.6%	-3.3%	4.4%	-0.4%
COc1cccc(/C=N/Nc2snc(SC)c2C#N)c1O	0.0%	0.0%	?	-13.3	?	-0.1	-5.5%	-3.8%	1.6%	-23.4%	.
Cc1cc(C(=O)NCCc2ccc(Cl)cc2)n(-c2ccccc2)n1	-4.2%	-0.6%	3.6%	-0.8	.	-1.2	-3.0%	3.8%	-1.4%	-8.1%	-1.1%
NNC(=O)CNC(c1ccccc1)c1cc(Br)ccc1NC(=O)CCN1CCOCC1 (stereo unspecified)	-2.5%	-0.8%	0.4%	-13.6	?	0.4	14.7%	3.1%	3.9%	-7.7%	2.4%
CC1(C)OC(c2ccccc2)=C/C(=C/C=N/NC(=O)c2ccncc2)O1	-4.6%	0.2%	1.0%	-0.9	14.3%	-6.0	-18.1%	-9.8%	-12.4%	-54.4%[inhibitor]	4.6%
CC1(C)CCC(=O)N2CC[C@H]3C[C@H](OC(=O)Nc4ccc5c(c4)OCO5)C[C@@H]1[C@H]32	-0.3%	0.3%	1.6%	30.8[activator]	3.5%	1.3	-2.4%	-0.8%	3.7%	5.7%	.
COC(=O)c1sccc1NC(=O)c1ccc(Cl)cc1	-7.5%	-0.7%	-0.1%	15.5	-12.5%	-0.2	0.8%	.	-5.1%	-13.3%	2.4%
Cc1ccc(NC(=O)CN(C)C(=O)C(C)OC(=O)c2ccccc2NCCO)cc1 (stereo unspecified)	-0.1%	-0.3%	?	-12.0	.	.	19.4%	.	.	-23.4%	.
CCCCCCSc1cc(-c2nc3cc(C)ccn3c2NCCCC)ccc1OC	0.5%	0.2%	0.6%	-2.1	.	.	0.9%	.	72.1%	-27.9%	.
N#Cc1nc(-c2ccc(F)cc2)oc1NCCN1CCOCC1	0.3%	-0.2%	-1.2%	-1.5	10.5%	-0.1	0.1%	1.6%	1.7%	12.2%	-3.3%
CCOc1ccc(Br)cc1CNCCN1CCOCC1	-3.1%	-0.9%	2.1%	-3.2	-0.6%	2.5	-0.9%	0.8%	5.6%	23.5%	.
Cc1ccccc1NC(=O)C(C)Sc1nnc(-c2ccncc2)n1CC1CCCO1 (stereo unspecified)	-6.3%	-0.4%	-2.9%	-14.1	-8.0%	2.0	0.2%	.	-2.9%	0.6%	4.1%
COc1ccc(C(=O)NNC(=O)c2ccc3ccccc3n2)cc1	-1.1%	10.2%	?	0.5	.	.	24.0%	.	-2.9%	-45.2%[inhibitor]	.
CC1CCC(NC(=O)CCNC(=O)c2ccccc2)CC1 (stereo unspecified)	0.4%	-0.1%	-1.7%	-8.8	5.1%	2.2	-2.5%	-4.1%	0.3%	26.6%	8.2%
Cc1ccc([N+](=O)[O-])cc1NC(=O)C(C)N1CCCCC1 (stereo unspecified)	-4.2%	0.2%	0.3%	15.5	-20.1%	1.3	3.5%	-3.0%	-0.9%	0.0%	-1.7%

These rows are one share of the data; the hit share may differ from the screen's.
